# High-throughput results (PubChem BioAssay)
# Akt phos inh: inhibitors of Akt phosphorylation; Neuro2A IGF-stimulated pAkt S473 HTRF, 20 min; stronger effect = lower value; activity change, % for hits at 50 µM; 360,000 tested, 0.32% active; in the data active = activity change below about -80%; inconclusive = mostly about -51% to -80%; also: % is scaled to controls: 0 for no effect and ±100 for the full control effect
#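 Neuro2A cells in DMEM with 0.5% FBS, overnight at 37 deg C, given compound at single 50 µM final, then IGF (6 nM final) for 20 min at 37 deg C. Lysed; phospho-Akt Ser473 by HTRF after 24 h, 665/615 ratio.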
# Nrf2 activator: activators of Nrf2 (ARE) signaling; AREc32 ARE-luciferase reporter (MCF7-derived line), luminescence, 24 h; Potency, µM (top dose mostly 46.1 µM), inactives show at the top dose activation, usual class: activators; 410,000 tested, 0.31% active; AID 624171; also: potency is read from the fitted curve at half-maximal effect; % of control where 0% means no effect; nearly all actives have a fitted effect of over 65% in size
#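 Nrf2 activation is followed as ARE-luciferase induction in the AREc32 line after one day of compound treatment; luminescence is read with Steady-Glo.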
# EPAC2 agonist: agonists of human EPAC2 (RAPGEF4). Q8WZA2. EPAC2 activation, biochemical qHTS; response scale: 100% = 6.5 mM cAMP response. Potency, µM (titrated, usually from 154 µM), for the others: at the top dose activation, actives largely listed as activators. 360,000 tested, 0.079% active; also: potency is read from the fitted curve at half-maximal effect; nearly all actives have a fitted effect of over 50% in size
# Target sequence (Q8WZA2 whole entry, looked up): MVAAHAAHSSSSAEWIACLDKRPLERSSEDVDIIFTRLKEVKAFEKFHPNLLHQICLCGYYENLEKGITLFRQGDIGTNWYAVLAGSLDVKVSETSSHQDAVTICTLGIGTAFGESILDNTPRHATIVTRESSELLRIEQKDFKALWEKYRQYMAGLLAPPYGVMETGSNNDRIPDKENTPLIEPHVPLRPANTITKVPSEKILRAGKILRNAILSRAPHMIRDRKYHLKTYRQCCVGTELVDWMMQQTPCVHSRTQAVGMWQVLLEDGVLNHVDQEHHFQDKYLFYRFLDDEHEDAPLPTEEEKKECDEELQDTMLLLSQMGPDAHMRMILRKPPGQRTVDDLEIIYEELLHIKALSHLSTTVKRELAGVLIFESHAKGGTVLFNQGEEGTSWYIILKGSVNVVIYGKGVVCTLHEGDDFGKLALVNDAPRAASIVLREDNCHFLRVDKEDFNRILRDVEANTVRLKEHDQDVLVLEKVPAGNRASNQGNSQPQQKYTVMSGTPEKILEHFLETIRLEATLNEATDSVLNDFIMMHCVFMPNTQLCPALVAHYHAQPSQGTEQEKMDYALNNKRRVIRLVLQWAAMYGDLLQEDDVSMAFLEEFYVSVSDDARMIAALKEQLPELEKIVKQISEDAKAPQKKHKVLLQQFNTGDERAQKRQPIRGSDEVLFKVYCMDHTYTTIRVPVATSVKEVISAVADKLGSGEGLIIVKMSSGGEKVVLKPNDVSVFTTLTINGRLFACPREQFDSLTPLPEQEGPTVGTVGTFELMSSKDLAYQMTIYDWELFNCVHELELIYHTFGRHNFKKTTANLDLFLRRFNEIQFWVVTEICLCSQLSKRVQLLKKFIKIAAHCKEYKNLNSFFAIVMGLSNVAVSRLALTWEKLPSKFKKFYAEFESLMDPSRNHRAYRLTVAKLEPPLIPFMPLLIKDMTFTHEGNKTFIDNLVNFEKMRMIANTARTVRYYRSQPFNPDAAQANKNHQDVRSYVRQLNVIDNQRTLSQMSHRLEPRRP
#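 Guanine nucleotide exchange by EPAC2 is measured as reduced fluorescence of BODIPY-GDP once it is released from 250 nM Rap1B. Plates are read kinetically for 30 min at room temperature; results are scaled to 6.5 mM cAMP.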
# MmCpn inh: M. maripaludis TRiC chaperonin inhibition; 330,000 tested, 0.031% active; Potency, µM (series often up to 76.9 µM), without a hit: at the highest dose activity, negative = inhibition, usual class: inhibitors; purified Mm-Cpn ATPase, ADP Transcreener TR-FRET; also: potency is read from the fitted curve at half-maximal effect; % is scaled to controls: 0 for no effect and ±100 for the full control effect; nearly all actives have a fitted effect of over 80% in size
#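 Compound-treated chaperonin, 25 nM final, turns over 10 uM ATP at 37°C for 30 min following a 10 min preincubation; ADP generated competes with ADP-d2 for Eu-cryptate antibody, lowering FRET.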
# TGFb SMAD3 inh: blocks TGF-b signaling; HepG2 CAGA-GFP TGF-b/SMAD3 reporter, GFP fluorescence, 18 h; TGF-beta stimulated, 500 pg/mL final; Potency, µM (highest dose often 46.1 µM), inactives show at the highest dose activity, negative = inhibition, usual class: inhibitors; 410,000 tested, 1.2% active; AID 588855; also: potency is read from the fitted curve at half-maximal effect; % is scaled to controls: 0 for no effect and ±100 for the full control effect; nearly all actives have a fitted effect of over 65% in size
#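 Smad-responsive CAGA-GFP expression was quantified in HEPG2 cells exposed to compounds and 500 pg/mL final TGF-beta for 18 h at 37 degrees C; unstimulated wells defined full inhibition.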
# CCT modulator: changes cytosolic chaperonin activity; purified chaperonin ATPase assay, HTRF ADP detection, 30 min; activity change, % (no concentration beside the values), hits read low; 360,000 tested, 0.3% active; in the data active = activity change below about -30%; also: % is scaled to controls: 0 for no effect and ±100 for the full control effect
#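 ATPase activity: ADP formed was measured by HTRF Transcreener (665/615 nm ratio) after 30 min at 37 deg C with 10 uM ATP. Compounds screened at one 76 uM concentration against 40 or 20 nM TRiC in Tris pH 7.4/KCl/MgCl2/DTT buffer.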
# EPAC2 antagonist: blocks human EPAC2 exchange factor. EPAC2 GEF exchange of Rap1B-BODIPY-GDP, fluorescence. Potency, µM (top dose mostly 114 µM), inactives show at the top dose activity, negative = inhibition, hits mostly inhibitors. 360,000 tested, 0.18% active. AID 720708; also: potency is read from the fitted curve at half-maximal effect; % is scaled to controls: 0 for no effect and ±100 for the full control effect; nearly all actives have a fitted effect of over 45% in size; many of its hits are not listed in these tables
# Nrf2 block: blocks Nrf2 signaling. AID 504444. Potency, µM (doses to about 46 µM), for inactives: at the highest dose activity change, negative = inhibition, usual class: inhibitors. 360,000 tested, 2.1% active. A549 ARE-Fluc reporter, luciferase luminescence, 18-24 h; also: potency is read from the fitted curve at half-maximal effect; % is scaled to controls: 0 for no effect and ±100 for the full control effect; nearly all actives have a fitted effect of over 60% in size
#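 Nrf2 activity is the BugLite luminescence, read 15 min after reagent at room temperature, following CellTiter-Fluor cytotoxicity readout (30 min, 37C). Compound titrations were applied for 18-24 h to 5000 A549 ARE_Fluc cells/well in 5% FBS OPTI-MEM.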
# A549 viability: kills or reduces viability of A549 cells in Nrf2 counter-screen; 390,000 tested, 0.16% active; A549 ARE-Fluc cells, CellTiter-Fluor viability, 18-24 h; AID 504648; Potency, µM (doses to about 46 µM), for inactives: top-dose activity change, negative = cytotoxicity, usual class: inhibitors; also: potency is read from the fitted curve at half-maximal effect; % is scaled to controls: 0 for no effect and ±100 for the full control effect
#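 A549 ARE-Fluc cells in 5% FBS OPTI-MEM, 5000 cells/well, rested 2 h then exposed to compounds in concentration-response for 18-24 h at 37 °C. Viability by CellTiter-Fluor fluorescence (Ex 405/Em 525) after 30 min; luciferase luminescence (BugLite, 15 min, RT) read afterwards.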
# * = called active by the depositor; i = inactive; ? = inconclusive; · = no result given; [ ] = another dose, or the depositor's remark. Unless noted, calls follow the shape of the dose curve; as a rule, active = well fitted curve in the direction sought with a large enough effect; inconclusive = small, poorly fitted or top-dose-only effect, or another doubt; inactive = no such curve, though single readings can be large; an effect the other way counts as inactive or inconclusive. Only part of the results is shown; count on the stated rates, not on these rows.
entry	canonical_smiles	Akt phos inh	Nrf2 activator	EPAC2 agonist	MmCpn inh	TGFb SMAD3 inh
1	CN(C)CCCN(C(=O)c1ccco1)c1nc(-c2ccc(Cl)cc2)cs1	i	-0.4%	9%	0%	?
2	COCCn1c(SCC(=O)Nc2sc(C)c(C)c2C#N)nnc1C(C)C	i	0.1%	10%	0%	-2%
3	CC1(C)SC(=S)N(/N=C/c2cccnc2)C1N(O)C(=O)Nc1ccccc1 (stereo not given)	i	-0.7%	-1%	-3%	4%
4	N#CCSc1nc2c(cc1C#N)CCCCCC2	i	0.0%	8%	1%	3%
5	Cc1ccc(OCc2csc(N)n2)cc1	i	4.3%	10%	-6%	-18%
6	C/C(=C\C(=O)c1cccnc1)Nc1ccc(C)c(C)c1	i	3.8%	11%	-1%	-29%
7	CCOc1cc(-n2cnnn2)c(OCC)cc1NC(=O)c1cnccn1	i	0.1%	3%	1%	0%
8	CCN(C[C@H]1N[C@@](C)(C(=O)OC)[C@H]2C(=O)N(Cc3ccccc3)C(=O)[C@@H]12)C(=O)Nc1ccc(F)cc1	i	1.4%	4%	-1%	-5%
9	COc1ccccc1-n1cnc2cc(NCc3ccccn3)ccc21	i	-0.6%	9%	1%	19%
10	CCOC(=O)c1ccc(N2C(=O)c3n[nH]c(-c4ccco4)c3C2c2ccc(C)cc2)cc1 (stereo not given)	·	-2.7%	·	·	?
11	Cc1ccccc1Cn1c(=O)n(CCCC(=O)NCc2ccco2)c(=O)c2sccc21	i	0.2%	15%	-1%	10%
12	Cc1ccc([N+](=O)[O-])cc1NC(=O)CN(C(=O)c1ccccc1Cl)C1CCCCC1	i	5.2%	-4%	1%	-1%
13	COc1c(C)cc(C(=O)C2CCCN(C(=O)c3cc4nc(C)cc(C)n4n3)C2)cc1C (stereo not given)	i	0.4%	7%	1%	-1%
14	COc1ccc(OC)c(Nc2cc(C)nc3ccc(C)cc23)c1	i	2.1%	6%	·	?
15	O=C1CCc2cc(S(=O)(=O)N3CCN(c4ccccc4)CC3)cc3c2N1CCC3	i	-0.4%	-5%	0%	1%

entry	CCT modulator	EPAC2 antagonist	Nrf2 block	A549 viability
1	-2.7	5%	-34%	7%
2	-1.6	-2%	-5%	13%
3	-0.2	2%	26%	-5%
4	-3.3	-3%	-26%	-26%
5	-1.0	0%	?	5%
6	-8.5	-4%	-10%	-11%
7	-1.5	-1%	2%	-3%
8	0.5	-16%	2%	-3%
9	-0.1	-3%	-15%	-16%
10	·	·	?	-24%
11	-1.7	-2%	?	1%
12	-3.7	-12%	16%	-21%
13	0.9	-20%	1%	-2%
14	-3.9	0%	-25%	-10%
15	0.4	-1%	-2%	-1%

# Next compounds
entry	canonical_smiles	Akt phos inh	Nrf2 activator	EPAC2 agonist	MmCpn inh	TGFb SMAD3 inh
16	CN(C)c1ccc(N=Nc2ccccc2C(=O)OCC(=O)N2CCCC2)cc1	i	?	-7%	-5%	?
17	O=c1cc(-c2ccc(C3CCCCC3)cc2)[nH][nH]1	i	3.4%	8%	0%	-2%
18	CC(C)CNC(=O)C1(C)CCCN1C(=O)c1cc2ccccc2s1 (stereo not given)	i	-0.8%	4%	·	-12%
19	COc1ccc2[nH]cc(CCNC(=O)c3ccco3)c2c1	i	21%	9%	2%	8%
20	CCCCn1nnnc1C1(C)CCC(=O)N1Cc1cc(OC)ccc1OC (stereo not given)	i	-0.4%	5%	·	·
21	CC1=NN(c2ccccc2)C(=O)/C1=C/C=C/C=C/N(C)C	i	3.8%	-8%	-6%	13%
22	CC(OC(=O)c1nsc(Cl)c1Cl)C(=O)NCCc1ccccc1 (stereo not given)	i	0.3%	9%	2%	12%
23	COc1ccc(C(=O)N=c2sc3cc(Cl)ccc3n2C)cc1	·	15%	·	·	4%
24	CC(=O)c1cccc(NC(=O)COC(=O)c2ccccc2C)c1	i	2.8%	7%	4%	0%
25	C=CCC(O)(CC=C)CNC(=O)C1CCC(=O)N(CCCc2ccccc2)C1 (stereo not given)	i	-0.1%[9.22 µM]	0%	1%	18%
26	CCOc1ccc(-n2c(C)nc3cc(C(=O)NCc4ccco4)ccc32)cc1	i	2.7%	6%	1%	8%
27	COc1ccc(CCNc2nc(C)cc(C)c2C#N)cc1OC	i	0.4%	12%	1%	-10%
28	Cc1cc(C)c(NC(=O)CN(C)C(C)C(=O)N2CCc3ccccc32)c(C)c1 (stereo not given)	i	2.0%	7%	-1%	?
29	COCCn1c(C(C)C)nc2sc3ccccc3c(=O)c2c1=O	i	0.4%	-6%	2%	5%
30	CCCCOCC(O)Cn1c(C)nc2ccccc21 (stereo not given)	i	-0.3%	3%	0%	0%

entry	CCT modulator	EPAC2 antagonist	Nrf2 block	A549 viability
16	1.8	?	?	-21%
17	-1.8	-2%	9%	1%
18	1.4	15%	·	·
19	-0.4	-3%	11%	-2%
20	1.7	1%	·	·
21	-1.1	?	?	10µM*
22	0.5	-26%	1%	-1%
23	·	·	-4%	10%
24	-0.6	-4%	4%	-7%
25	2.1	14%	5%	1%
26	-1.4	10%	-2%	-6%
27	-1.3	2%	?	6%
28	-4.8	0%	9%	2%
29	2.5	15%	11%	-5%
30	-2.2	-3%	-16%	12%

# Reprinted from the part before: 4 entries, followed by the next part.
entry	canonical_smiles	Akt phos inh	Nrf2 activator	EPAC2 agonist	MmCpn inh	TGFb SMAD3 inh
27	COc1ccc(CCNc2nc(C)cc(C)c2C#N)cc1OC	i	0.4%	12%	1%	-10%
28	Cc1cc(C)c(NC(=O)CN(C)C(C)C(=O)N2CCc3ccccc32)c(C)c1 (stereo not given)	i	2.0%	7%	-1%	?
29	COCCn1c(C(C)C)nc2sc3ccccc3c(=O)c2c1=O	i	0.4%	-6%	2%	5%
30	CCCCOCC(O)Cn1c(C)nc2ccccc21 (stereo not given)	i	-0.3%	3%	0%	0%
31	C#CCOCCOCCOCCNc1nc(N2CCN(C(=O)CCCCCCCCCCNC(=O)[C@H]([C@@H](C)CC)n3cc(CCCCN=C(N)N)nn3)CC2)nc(N2CCN(C(=O)CCCCCCCCCCNC(=O)[C@H](CCCCN)n3cc(C)nn3)CC2)n1	i	-3.5%	28%	-3%	16µM*
32	CCSc1nnc(-c2ccc(Cl)cc2)c2ccccc12	i	-0.1%	0%	0%	-6%
33	C[C@H]1CN([C@@H](C)CO)S(=O)(=O)c2ccc(Br)cc2O[C@@H]1CN(C)C(=O)Cc1ccccc1	i	0.1%	1%	·	10%
34	COc1ccc(C2CC(c3ccc(C)cc3)Nc3ncnn32)cc1 (stereo not given)	i	4.5%	2%	0%	-3%
35	CC(=O)NC(c1ccc(F)cc1)c1cccnc1 (stereo not given)	i	0.0%	9%	1%	2%
36	COc1cc(O)ccc1-c1nc2ccc(Br)cn2c1Nc1ccccc1C	·	-5.7%	·	·	?
37	COc1ccc(Br)cc1CN(C)CC(=O)Nc1cc([N+](=O)[O-])ccc1OC	i	0.6%	13%	-1%	-20%
38	CCCC1=NN2C(=N)/C(=C\c3ccc(OCCOc4ccc(NC(C)=O)cc4)c(OC)c3)C(=O)N=C2S1	i	0.2%	-7%	0%	8%
39	COc1ccccc1CCC(=O)N(C)CC(=O)Nc1ccc(Cl)c(C(F)(F)F)c1	i	-0.4%	2%	-2%	11µM*
40	CS(=O)(=O)c1ccc(C(=O)Nc2ccc(-c3nc4ccccc4[nH]3)cc2)cc1	i	0.6%	-5%	-8%	-8%
41	Cc1cc(C)cc(N(CC(=O)NCc2ccccc2)C(=O)CCC(=O)Nc2ccccn2)c1	i	0.1%	-6%	1%	-31%
42	O=C(NNC1=C(C(=O)C(F)(F)F)CCC1)c1ccccc1Cl	i	4.3%	5%	1%	-1%
43	COC(=O)Cc1c(O)ccn(Cc2cccc(C(F)(F)F)c2)c1=O	i	0.1%	5%	-1%	9%
44	CCN1c2ccccc2-c2nc(SCC(=O)NCc3ccccc3)ncc2S1(=O)=O	·	-1.1%	·	·	7%
45	CCCn1c(SCC(=O)Nc2ccccc2OC)nnc1-c1ccco1	i	0.5%	9%	0%	6%
46	Cc1cc(S(=O)(=O)N(Cc2ccccn2)Cc2ccco2)ccc1-n1cnnn1	i	0.5%	12%	0%	4%
47	CCOC(=O)c1c(C)c(-c2ccccc2)n(CC(=O)N2CCN(C)CC2)c1C	i	0.3%	7%	1%	-4%
48	COC(=O)c1ccc(NC(=O)C2CC(=O)N(c3ccc(C)cc3)C2)cc1 (stereo not given)	i	0.0%	-6%	1%	0%

entry	CCT modulator	EPAC2 antagonist	Nrf2 block	A549 viability
27	-1.3	2%	?	6%
28	-4.8	0%	9%	2%
29	2.5	15%	11%	-5%
30	-2.2	-3%	-16%	12%
31	-0.8	-26%	?	?
32	-1.4	7%	-10%	·
33	0.4	1%	·	·
34	0.9	-8%	17%	2%
35	-0.6	-5%	-6%	-1%
36	·	·	-12%	-12%
37	-2.9	8%	-16%	-4%
38	3.1	-1%	1%	2%
39	0.3	?	?	?
40	-2.7	-1%	-1%	5%
41	1.1	-16%	1%	-4%
42	-0.2	2%	?	-9%
43	0.1	12%	15%	-1%
44	·	·	-5%	-1%
45	-1.1	-8%	0%	-6%
46	-1.8	0%	2%	15%
47	-2.4	2%	-7%	-3%
48	-2.6	0%	23%	-1%
